Redox H2O2 prof: compounds producing H2O2 with reducing agent – biochemical, NIH compound library profiling, artefact control for MLSCN library redox annotation, primary screen | DTT-dependent redox cycling H2O2, phenol red/HRP absorbance; 100% = 100 µM peroxide control, 0% = buffer | activation, % at 10 µM | 200,000 tested, 0.03% active | AID 878;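 active means activation of at least 50% relative to the plate's high and low controls in the primary single-dose screen; inactive means activation below 50%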;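 further: compound incubated with DTT at 0.8 mM final as the reducing agent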
Diaphorase inh: counter-screen for diaphorase-based assays: diaphorase inhibitors and chemical oxidizers | diaphorase resazurin-to-resorufin fluorescence, NADH, 16 min; bacterial (C. kluyveri) enzyme, not human | inhibition, % at 20 µM | 190,000 tested, 0.69% active;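 active means primary screen inhibition at 20 µM above a set limit, cut at about 50% in these data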;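 further: plate controls were DMSO with full reaction for no effect and wells lacking NADH for full effect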
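System: Bacterial diaphorase enzyme (C. kluyveri) | Incubation: 16-min room-temperature incubation before reading | Benchmarks: No-NADH positive control and DMSO neutral control | Measured by: Resorufin fluorescence 544/590 nm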
Diaph act CS: activates diaphorase or chemically reduces, flagging diaphorase assay artifacts | AID 1229 | 190,000 tested, 0.005% active | activation factor at 20 µM | Diaphorase/resazurin coupled assay, resorufin fluorescence, 16 min; stronger effect = higher value; 1 = vehicle wells, 0 = NADH-free wells;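 active means diaphorase activity raised at least twofold by the compound at 20 µM; inactive means activation factor below 2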
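Test system: Clostridium kluyveri diaphorase, purified enzyme. Buffer or medium: 50 mM HEPES pH 7.4 buffer plus MgCl2 and Tween 20. Also added: 0.114 mM NADH and 0.1 mM resazurin, final amounts. Dosing: compound 20 µM once, DMSO 1%. Schedule: 16 min enzyme reaction, ambient temperature. Detection: fluorescence of resorufin, 544 nm excitation, 590 nm emission.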
Hsp70 activator: transcriptional activators of Hsp70; AID 1203; 200,000 tested, 0.04% active; HeLa Hsp70 promoter luciferase reporter, luminescence; scaled: vehicle 0, proteasome-inhibitor control 100%; activation, % at 10 µM;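 active means activation above the mean across all tested compounds plus 3 SD, cutoff set per campaign, cut at about 5.5% in these data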;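 further: 100% = MG132 at 30 µM as the positive control and 0% = DMSO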
S1P3 antag: S1P3 (human) receptor antagonism. inhibition, % at 4.98 µM. Q99500. 170,000 tested, 0.27% active. CHO S1P3 NFAT-BLA reporter, FRET fluorescence, antagonist mode. AID 485;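 active means inhibition above the plate cutoff, the mean inhibition of test wells on that plate plus 3 SD, cut at about 28% in these data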;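 further: cells challenged with S1P at its EC80 of 0.8 µM; blue over green emission ratio from cleaved BLA substrate after 4 h stimulation; 0% = S1P-stimulated wells and 100% = unstimulated DMSO-only wells; some compounds past the cut are filed as inactive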
Target sequence (Q99500 whole entry, looked up): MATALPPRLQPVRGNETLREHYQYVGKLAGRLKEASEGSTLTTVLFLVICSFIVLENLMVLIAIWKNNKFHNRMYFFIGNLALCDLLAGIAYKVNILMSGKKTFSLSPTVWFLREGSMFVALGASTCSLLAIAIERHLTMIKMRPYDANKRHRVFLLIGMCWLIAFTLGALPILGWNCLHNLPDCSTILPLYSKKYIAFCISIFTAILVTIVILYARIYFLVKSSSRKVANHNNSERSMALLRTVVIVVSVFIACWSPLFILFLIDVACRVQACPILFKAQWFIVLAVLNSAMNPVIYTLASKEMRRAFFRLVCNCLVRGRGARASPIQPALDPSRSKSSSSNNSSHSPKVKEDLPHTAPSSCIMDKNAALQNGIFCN
G6PDH counter: L. mesenteroides G6PDH inhibition counter-screen | Purified L. mesenteroides G6PDH, diaphorase/resazurin coupled fluorescence, 45 min | inhibition, % at 5 µM | 200,000 tested, 0.12% active
RAM network inh: yeast RAM network inhibition; S. cerevisiae dse1pr::URA3 reporter, 5-FOA growth OD615, 2 d; analog-sensitive cbk1-as2 kinase mutant strain; inhibition, % at 50 µM; 190,000 tested, 1.8% active; AID 868;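 active means inhibition above a set limit, 3 SD over mean compound inhibition, cut at about 8.4% in these data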;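 further: 0% = DMSO-only wells with no growth and 100% = 10 µM 1-NA-PP1 full growth; inhibition rescues growth on 5-FOA so higher OD means more RAM inhibition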
Lmaj promast: Leishmania major promastigote growth inhibition; Leishmania major promastigotes, resazurin fluorescence viability; inhibition, % at 10 µM; 200,000 tested, 9% active; AID 1063;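 further: promastigotes grown with compound for 44 hours at 28 °C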
PMI act: phosphomannose isomerase (human) activation | P34949 | purified human PMI, coupled resazurin fluorescence, 20 min; stronger effect = higher value; 1 = vehicle control, 0 substrate-free wells | activation factor at 20 µM | 190,000 tested, 0.005% active | AID 1214;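 active means activation factor of 2 or more at 20 µM, relative to plate controls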
Target sequence (P34949 whole entry, looked up): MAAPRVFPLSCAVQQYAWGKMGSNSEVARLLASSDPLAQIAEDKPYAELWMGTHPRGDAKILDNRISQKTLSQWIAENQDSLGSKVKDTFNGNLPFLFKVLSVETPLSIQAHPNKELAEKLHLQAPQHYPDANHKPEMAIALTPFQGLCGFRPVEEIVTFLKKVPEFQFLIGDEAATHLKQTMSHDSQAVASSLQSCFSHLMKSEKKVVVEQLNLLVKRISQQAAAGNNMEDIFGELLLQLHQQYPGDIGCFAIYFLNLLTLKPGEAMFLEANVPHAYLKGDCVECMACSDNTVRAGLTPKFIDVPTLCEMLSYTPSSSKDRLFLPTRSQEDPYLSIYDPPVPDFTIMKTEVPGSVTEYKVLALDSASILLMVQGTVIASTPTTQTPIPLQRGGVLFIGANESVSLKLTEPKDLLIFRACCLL
TLR4-MyD88 BLA: TLR4-MyD88 interaction inhibition in cells. inhibition, % at 8.4 µM. 200,000 tested, 0.18% active. AID 861. HeLa CL3-4 TLR4/MyD88 BLA complementation, FRET ratio. O00206+Q99836; in the data active means inhibition above about 25%;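 further: 0% = vehicle and 100% = reference inhibitor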
PMI act hi M6P: increases human PMI activity with near-saturating mannose 6-phosphate; 190,000 tested, 0.34% active; AID 1216; activation factor at 20 µM; P34949; coupled PMI enzyme assay, resazurin fluorescence, 20 min; stronger effect = higher value; 1 = untreated enzyme, 0 = substrate-free blank;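 active means activation factor of 2 or more at 20 µM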
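Test system: human phosphomannose isomerase with PGI, G6PDH, diaphorase coupling enzymes; Amount: PMI at 15 ng/mL final; Reagent: Mannose-6-phosphate 1.0 mM (near-saturating) plus 0.22 mM NADP+; Timing: 20 min, room temperature; Technique: resorufin fluorescence at Ex 544/Em 590 nm; Dosing: 20 µM single dose.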
* hit, by the source's call; . = no result given. Unless noted, no stated cut-off is given here; in the data, active means inhibition above about 50%; inactive means the rest.

SMILES	Redox H2O2 prof	Diaphorase inh	Diaph act CS	Hsp70 activator	S1P3 antag	G6PDH counter	RAM network inh	Lmaj promast	PMI act	TLR4-MyD88 BLA	PMI act hi M6P
COc1cccc(/C=N/NC(=O)CSc2ccccc2C)c1OC	0.9	12	0.9	-0.6	-1	7	6.3	-7	0.9	3	0.9
O=S(=O)(NCCN1CCOCC1)c1cccs1	-1.9	24	0.8	0.5	-8	4	0.2	-5	0.3	-2	1
Cc1cc(N2CCN(C(=O)c3ccco3)CC2)n2nc(C)c(-c3ccc(Cl)cc3)c2n1	.	-2	1	.	0	5	.	.	0.8	.	0.8
COc1ccc(NC(=O)C2CCC(CNS(=O)(=O)c3cccs3)CC2)cc1 (stereo unspecified)	0.5	5	1	-0.3	-3	2	0.2	-8	1	5	0.9
CC(Oc1ccc(Cl)cc1Cl)C(=O)OCn1nnc2ccccc2c1=O (stereo unspecified)	0.5	16	0.8	-0.6	.	5	1.7	-3	0.9	-12	1
O=C(/C(C=Nc1cc2c(oc1=O)CCCC2=O)=C(\O)c1ccccc1)c1ccccc1	0.1	1	1	0.0	-12	7	4.8	-2	1.3	19	1.3
CCN(CCO)Cc1csc2cc(C)ccc12	0.3	12	0.9	-0.2	-1	13	-0.3	4	1	-12	0.9
O=C(COC(=O)c1ccc(O)cc1)Nc1ccccc1-c1ccccc1	0.6	5	1	-0.3	-1	11	1.8	57*	0.9	13	1
CCCCC(=O)NC1=C(C(=O)OC)SCC1	0.3	17	0.8	-0.2	-8	0	1.1	-4	1.3	-4	1
CCC(C)(C)NC(=O)CN(C(=O)c1csnn1)c1cccc2c1CCCC2	3.2	6	0.9	-0.4	-4	1	-0.7	3	1	12	1
CC(C)CN(C(=O)COC(=O)Cc1n[nH]c(=O)c2ccccc12)C1CCS(=O)(=O)C1 (stereo unspecified)	2.1	0	1	-0.2	.	9	0.6	-6	1	13	1.1
CCOC(=O)c1c(C)[nH]c(C)c1C(=O)CSc1nnnn1-c1ccccc1	0.0	10	0.9	-0.2	.	-1	3.8	11	0.9	-1	1
CCOC1=C/C(=C/c2c(N)n3nc(-c4ccccc4)sc3nc2=O)C=CC1=O	0.1	69*	0.3	-0.3	-32	15	1.6	12	0.8	3	0.7
CNc1nc(-c2ccc3c(c2)CCN3C(=O)c2ccccc2C)cs1	-0.4	19	0.8	0.1	-7	21	0.8	8	0.9	-3	1
CCc1nnc(NC(=O)c2cccs2)s1	-1.2	9	0.9	0.7	-25	2	1.5	-7	1.1	-3	1.1
CCOC(=O)c1c(/N=C/C2=C(O)CCCC2=O)sc(C)c1C	0.6	22	0.8	-0.4	-7	-2	0.0	-4	0.9	-9	0.9
Cc1ccc2nc(SCC(=O)Nc3cc([N+](=O)[O-])ccc3F)[nH]c2c1	0.4	33	0.7	-0.5	6	-23	2.9	12	0.8	-3	0.9
Cc1cc2ccccn2c1C(=S)NC(=O)c1ccccc1	0.2	21	0.8	-0.1	1	-4	-0.1	46	1	-5	0.9
Cc1[nH]c2ccccc2c1C(=O)COC(=O)Cn1c(C)nc2ccccc21	-0.8	14	0.9	-0.6	-10	13	2.3	-5	0.9	-8	0.9
CCCCP(=O)(CCCC)CCP(=O)(c1ccccc1)c1ccccc1	0.0	11	0.9	0.1	-21	-4	1.5	0	0.9	0	1
O=C(N/N=C1/CC(c2ccccc2)Oc2ccccc21)C1CC1 (stereo unspecified)	0.1	12	0.9	-0.3	-6	6	2.1	44	1	-8	0.9
Cc1ccc([N+](=O)[O-])cc1N(CC(=O)Nc1ccc(S(=O)(=O)Nc2cccc(C(F)(F)F)c2)cc1)S(C)(=O)=O	0.4	17	0.8	-0.5	-9	11	7.8	-4	0.8	14	0.9
Cc1ccc(-n2c(-c3ccncc3)nnc2-c2ccco2)cc1	0.1	19	0.8	-0.1	4	-1	0.8	5	1	-7	0.9
CC(=O)Nc1cccc(NC(=O)CCn2cnc3cc(C)c(C)cc32)c1	0.2	20	0.8	-0.5	-8	1	0.7	-4	0.9	-1	0.9
Cc1ccc(CSc2nc3ccncc3n2CC(=O)Nc2cc(C)cc(C)c2)cc1	0.9	0	1	-0.1	-19	8	-2.0	0	1.1	6	1.1
CCc1nc(N2CCOCC2)c(C#N)c2c1COC(C)(C)C2	2.1	7	0.9	-0.2	18	6	1.4	-5	1	2	1
O=C(NC12CC3CC(CC(C3)C1)C2)C1CCCN1C(=O)NC1CCCCC1 (stereo unspecified)	3.6	16	0.8	-0.5	-19	10	1.0	22	0.9	5	0.8
Cn1c(=O)cc(N2CCc3ccccc32)[nH]c1=O	-1.6	27	0.7	0.0	-11	-23	-1.0	-2	0.7	4	0.7
Cc1ccnc(N2C(=O)c3ccccc3C2Nc2cccc(C)c2C)c1 (stereo unspecified)	-0.1	10	0.9	-0.2	1	4	1.8	-2	1	9	0.9
COc1ccccc1/C=C(\NC(=O)c1ccc(OC)c(OC)c1)C(=O)Nc1cccc([N+](=O)[O-])c1	-0.7	0	1	-0.3	-3	-16	6.8	10	1	-10	1
C=CCOC(=O)C1=C(C)Nc2nnnn2C1c1cc(OC)ccc1OC (stereo unspecified)	-2.7	0	1	-0.3	-11	10	-0.1	3	1	9	1
O=C(Nc1ccc(NC(=O)C2CCCCC2)nc1)c1ccco1	-0.2	13	0.9	0.0	.	-9	1.2	86*	1	0	1
CC(=O)C1=C(O)CCC1=NCCc1ccccc1	-14	12	0.9	-0.2	.	2	0.7	-4	0.9	4	1
CN(Cc1ccccc1)Cc1ccccc1F	2.4	-5	1.1	-0.5	-8	9	1.7	-3	1	4	1.2
O=C1CN(C(=O)c2ccc(Br)o2)C(c2ccc(F)cc2)c2cc(Cl)ccc2N1 (stereo unspecified)	-0.3	18	0.8	-0.5	-8	4	3.0	94*	0.9	-1	0.9
CC1CCc2nc(NC(=O)CN3CCN(c4ccc(F)cc4)CC3)sc2C1 (stereo unspecified)	0.3	10	0.9	-0.1	.	3	0.4	42	1	-2	1
O=C(NN=C1CCC(=NNC(=O)c2cccnc2)CC1)c1cccnc1	-0.2	-14	1.1	-0.2	-8	13	1.5	-10	1.7	1	2*
CCOC(=O)N/N=C(\C)c1cccs1	0.0	2	1	-0.3	-8	6	1.8	-6	1	-8	1
CCN(CC)CCNC(=O)CS(=O)Cc1nc(-c2ccc(C)cc2)oc1C (stereo unspecified)	4.7	12	0.9	-0.1	14	11	1.5	8	0.9	-7	0.9
Cc1cccc(C(=O)Nc2cccc(C(=O)N3CCOCC3)c2)c1	-0.3	12	0.9	-0.3	.	8	-0.3	20	0.9	1	0.9
CC(C(=O)N1CCc2ccccc21)N1CCN(c2ccccn2)CC1 (stereo unspecified)	0.0	12	0.9	0.1	-2	16	-0.8	7	0.8	-1	0.9
CCOC(=O)Cc1cc(=O)n2[nH]c(C)c(-c3ccccc3OC)c2n1	-0.2	25	0.8	-0.1	-1	9	2.8	6	0.9	3	0.9
COc1cc(/C=N/Nc2ccc(S(N)(=O)=O)cc2)cc(OC)c1OC	0.0	17	0.8	-0.2	-4	1	2.5	-6	0.9	-1	0.9
COC(=O)c1sccc1NC(=O)c1ccccc1[N+](=O)[O-]	-0.6	0	1	0.2	4	3	0.4	-3	1	-1	1
COc1ccc(CC(=O)NCc2nnc(SCC(=O)N3CCN(c4ccccc4)CC3)n2C)cc1	0.4	.	.	0.0	17	.	.	-3	.	-12	.
CCCCCCCCSc1n[nH]c(N)n1	0.0	23	0.8	-0.2	-5	11	-0.1	41	0.8	-4	0.8
CCOC(=O)Cc1csc(NC(=O)COc2ccc(C)cc2)n1	-0.7	-5	1	-0.2	-18	10	1.1	-5	1	0	1.1
CSc1ncccc1C(=O)Nc1nnc(C2CC2)s1	-1.2	6	0.9	0.7	-6	4	2.6	2	1.1	6	1
CCCC(=O)Nc1cc(C)c(NC(=O)c2ccncc2)cn1	-0.6	23	0.8	-0.1	-1	2	0.8	-3	1	-14	0.9
CCC(=O)NC(Nc1sc2c(c1C(=O)OC)CCC2)C(Cl)(Cl)Cl (stereo unspecified)	-0.1	7	0.9	-0.2	-2	7	2.2	73*	0.9	-6	1

New compounds follow:
SMILES	Redox H2O2 prof	Diaphorase inh	Diaph act CS	Hsp70 activator	S1P3 antag	G6PDH counter	RAM network inh	Lmaj promast	PMI act	TLR4-MyD88 BLA	PMI act hi M6P
O=C(Nc1cc(C(F)(F)F)ccc1-n1cncn1)c1ccc(-c2ccccc2)cc1	0.0	8	0.9	0.0	.	-1	3.9	90*	0.9	-6	1
O=C1c2ccc3c4c(ccc(c24)C(=O)N1NC(=O)C(F)(F)F)CC3	0.0	18	0.8	-0.2	.	-9	1.1	-3	1	2	1.1
COc1cc(/C=C/C(=O)OCC(=O)NC2CC2)cc(S(=O)(=O)N2CCc3ccccc32)c1OC	-0.6	17	0.8	-0.1	0	11	0.4	14	1	-6	0.9
O=C(NCCCn1ccnc1)Nc1cccc(Cl)c1	1.1	-2	1	0.3	22	4	0.8	20	0.9	3	0.9
O=C(COC(=O)c1sc2ccccc2c1Cl)NC1CCCCC1	-0.5	1	1	0.2	-12	3	2.5	-2	1.1	6	1.1
CC(C)Cc1cc(C(=O)Nc2cccnc2)no1	-1.1	12	0.9	0.3	.	-6	0.0	-7	1	-3	0.9
CCOCC(=O)OCC(=O)NC12CC3CC(CC(C3)C1)C2	-1.7	1	1	-0.1	-18	4	0.1	-13	1.1	3	1.1
COc1ccc(OC)c(-c2cnc(OC(C)(C)C)nc2OC(C)(C)C)c1	0.1	22	0.8	0.0	9	12	0.3	16	0.8	-9	0.9
CC1(C)Nc2ccccc2C(=O)N1NC(=O)c1ccccc1	-0.4	8	0.9	-0.1	11	-3	-0.2	-4	1	13	1
Cc1ccc(C(C)C)cc1OCC(=O)N/N=C/c1ccc2c(c1)OCCO2	0.1	28	0.7	0.0	-10	-4	0.5	90*	0.8	0	0.9

Source: PubChem BioAssay
